Screening results deposited in PubChem by several laboratories.
SSB-PriA inh: K. pneumoniae PriA-SSBct interaction inhibition; AlphaScreen SSBct-PriA binding, biotinylated peptide; inhibition, % at 33 µM; 430,000 compounds, 0.6% hits; in the data active = inhibition mostly above about 37%, no sharp cut-off; inactive = mostly below about 20%;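 also: plate controls were negative control peptide for no effect and reference peptide for full effect; strong numbers were not always called active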
PfHsp40 rescue: rescue of PfHsp40-mediated yeast toxicity | growth rescue, % at 12.5 µM | AID 504582 | 340,000 compounds, 0.68% hits | S. cerevisiae expressing PfHsp40, growth rescue, ATP luminescence; in the data active = growth rescue above about 28%, passing the limit was not always enough;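 also: yeast W303a lacking pdr1 and pdr3 grown in galactose medium; growth measured after three days at 30 °C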
VHR inh abs: DUSP3 (human) phosphatase inhibition; inhibition, % at 13.3 µM; 290,000 compounds, 0.52% hits; recombinant VHR phosphatase, pNPP absorbance; AID 1654; in the data active = inhibition above about 50%; also: some compounds called inactive have numbers as strong as hits
Target sequence (P51452 whole entry, looked up): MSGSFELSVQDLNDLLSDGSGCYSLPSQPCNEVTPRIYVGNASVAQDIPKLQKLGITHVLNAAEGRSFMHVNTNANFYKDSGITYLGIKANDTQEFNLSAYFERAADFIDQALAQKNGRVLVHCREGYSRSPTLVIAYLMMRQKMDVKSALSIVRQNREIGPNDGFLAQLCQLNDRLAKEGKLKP
MazEF act: activators of E. coli MazEF toxin-antitoxin RNase; activation, % at 20 µM; FAM/BHQ RNA-DNA oligo cleavage fluorescence, 5 h; P0AE70; 350,000 compounds, 0.32% hits; in the data active = activation above about 50%
Target sequence (P0AE70 whole entry, looked up): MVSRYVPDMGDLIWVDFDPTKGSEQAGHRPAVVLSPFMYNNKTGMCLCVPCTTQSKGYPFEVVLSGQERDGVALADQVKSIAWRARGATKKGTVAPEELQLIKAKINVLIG
3CLpro inhibitor: SARS-CoV 3CLpro protease inhibition. recombinant SARS-CoV 3CLpro, quenched FRET peptide cleavage. inhibition, % at 6 µM. 290,000 compounds, 0.14% hits. AID 1706; in the data active = inhibition above about 12%
TcdB inh: blocks C. difficile toxin B glycohydrolase activity | AID 652162 | P18177 | TcdB glycohydrolase enzymatic assay, plate reader | 350,000 compounds, 0.24% hits | inhibition, % at 9.99 µM; in the data active = inhibition above about 10%
BH1578 lux ind: inducers of Vibrio cholerae quorum light production without autoinducers; 350,000 compounds, 0.16% hits; AID 588436; activation, % at 18.7 µM; V. cholerae BH1578 lux reporter, luminescence, 6 h; in the data active = activation mostly above about 9.7%, no sharp cut-off; also: not every result past the cut was called active; inactives centre near 0; reference of the scale not given here
Yp Topo-I inh: Y. pestis Topo-I inhibition via cleavage products; Y. pestis Topo-I cleavage product accumulation, plate reader; activity, % at 10 µM; 360,000 compounds, 0.064% hits; AID 504884; in the data active = activity above about 50%, passing the limit was not always enough; also: inactives centre near 2
Anthrax LF prot: inhibitors of Bacillus anthracis lethal factor protease; P15917; inhibition, % at 10 µM; multiplex microsphere protease cleavage assay, LF; 360,000 compounds, 0.12% hits; in the data active = inhibition above about 30%; also: plate controls were buffer without enzyme for full effect and enzyme alone for no effect
Rv3671c protease: Rv3671c (M. tuberculosis) protease inhibition | inhibition, % at 5.96 µM | 320,000 compounds, 0.048% hits; in the data active = inhibition above about 38%;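 also: extracellular domain of Rv3671c used as enzyme; 0% = enzyme with DMSO and 100% = no enzyme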
Target sequence (P9WHR9 whole entry, looked up, the tested form may be a part): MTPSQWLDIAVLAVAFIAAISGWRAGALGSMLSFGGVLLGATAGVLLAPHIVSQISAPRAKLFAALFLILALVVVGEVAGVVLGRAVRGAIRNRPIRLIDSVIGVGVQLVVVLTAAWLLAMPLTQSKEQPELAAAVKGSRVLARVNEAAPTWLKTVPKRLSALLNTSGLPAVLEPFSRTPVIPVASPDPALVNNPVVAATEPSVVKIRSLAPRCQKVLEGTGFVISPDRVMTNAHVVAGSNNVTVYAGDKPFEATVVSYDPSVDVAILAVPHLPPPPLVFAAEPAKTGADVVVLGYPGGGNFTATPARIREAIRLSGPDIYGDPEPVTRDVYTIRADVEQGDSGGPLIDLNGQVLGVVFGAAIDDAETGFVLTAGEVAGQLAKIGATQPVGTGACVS
* marks the source's active call; other numbers are inactive results; i = inactive; . = no result given; & = joins results of further samples. These rows are one share of the data; rates above refer to the full screens.

The line under a structure holds: SSB-PriA inh	PfHsp40 rescue	VHR inh abs	MazEF act	3CLpro inhibitor	TcdB inh	BH1578 lux ind	Yp Topo-I inh	Anthrax LF prot	Rv3671c protease
O=S(=O)(NCc1nc2ccccc2[nH]1)c1ccccc1
  -15&-8	0.5	9	2	-2	0.9	i	5	4	-8
CC(=O)C1=C(O)C(=O)N(c2ccc(F)cc2)C1c1ccc(C)cc1 (centres undefined)
  3	-1.4	8	12	-1	0.5	i	2	14	1
S=C(Nc1ccc(Br)cc1)N1CCN(c2ccccn2)CC1
  11	4.1	9	6	4	0.2	i	-4	3	3
COc1cccc(NC(=O)N2CCN(c3ccc(C(F)(F)F)cn3)CC2)c1
  0	0.2	-2	2	-4	.	.	-3	-1	9
COc1cccc(NC(=O)CN(C)C(=O)c2c(C)noc2C)c1
  6	-1.0	.	-8	.	-2.3	-0.2	-5	-5	-2
CC1CCN(C(=O)C2CCN(c3nnc(-n4cccc4)s3)CC2)CC1
  0	1.2	-37	3	5	2.1	-11	15	1	-3
Nc1nnc(CC(=O)N/N=C/c2cc([N+](=O)[O-])cc(Br)c2O)s1
  .	-0.8	43	1	7	1.1	0.4	-13	-2	7
Cc1ccc(/C(O)=C2\C(=O)C(=O)N(C)C2c2ccc(F)cc2)cc1 (centres undefined)
  .	0.4	-16	2	1	5.1	-0.4	-2	12	.
CC(=O)c1c(C)[nH]c(C(=O)COC(=O)CNS(=O)(=O)c2ccccc2)c1C
  1	1.4	27	3	2	.	-0.5	-1	-6	-4
COC(=O)c1ccc(C(=O)OC)c(NC(=O)CCS(=O)(=O)Cc2ccccc2)c1
  -13	-0.6	21	0	-2	0.9	i	15	2	-9
O=C(CCC(=O)N1CC2C[C@@H](C1)Cn1c2cccc1=O)NCCc1ccccc1
  -8	-1.2	12	15	-2	0.6	-0.7	-2	-3	-4
O=C(NC(=S)Nc1ccc2[nH]c(=O)[nH]c2c1)c1cncc(Br)c1
  -18	-0.2	24	-11	2	0.0	0.3	11	-2	-1
CN(CCCC(=O)Nc1ccncc1)S(=O)(=O)c1ccc(Cl)cc1
  -9&-11	-2.2	15	8	3	.	i	-6	4	-8
O=C1N(Cc2cccnc2)C[C@@H]2C[C@@H](c3cccc(OCc4ccccc4)c3)N3CCC[C@@]123
  6	0.1	26	-4	3	0.8	-0.7	22	0	-5
CCOc1ccc(C)cc1S(=O)(=O)NC1CCCCC1
  -11	0.1	5	0	5	.	-0.3	1	0	-5
c1ccc(CCN(Cc2ccccc2)Cc2nc(C3CC3)no2)cc1
  -70	2.5	8	0	-6	0.1	2.1	6	1	4
COCCOC(=O)C1=C(C)NC(=O)NC1c1cc2c(cc1Br)OCO2 (centres undefined)
  1	17	13	0	-4	0.7	i	-5	0	-11
COC(=O)c1cc(-c2ccc(S(=O)(=O)N3CCCC3)cc2)c(C(F)(F)F)s1
  -2	2.9	22	-4	7	1.4	-1.0	34	27	-5
Cc1cccc(C(=O)Nc2ccc(N3CCN(C(=O)c4ccco4)CC3)cc2)c1
  0	0.1	20	7	3	2.8	-0.3	28	-2	7
Cc1ccc(C)c(N(CC(=O)NCc2ccco2)C(=O)CNS(=O)(=O)c2ccccc2)c1
  12	-1.2	22	8	0	-0.1	-0.3	15	1	-4
CCCCN(C(=O)c1cccc(N2C(=O)c3ccccc3C2=O)c1)c1c(N)n(CC(C)C)c(=O)[nH]c1=O
  -15	-0.9	.	6	.	2.4	i	-4	11	-1
O=C(NCCCN1CCOCC1)c1ccc2nc(Cc3ccccc3F)oc2c1
  -17	-1.1	6	-6	-6	-0.3	-1.7	17	4	.
CC(=O)c1c(C)[nH]c(C(=O)OCn2nnc3ccccc3c2=O)c1C
  -17	-0.2	36	-2	1	.	i	-1	1	-4
Cc1ccc(C(=O)NC(=O)CSc2nncn2C)cc1
  -8	0.7	16	3	-4	-0.9	i	-1	1	1
C=CCn1c(SCC(=O)NCCCC)nc2scc(-c3ccco3)c2c1=O
  3	0.8	16	4	0	.	-2.0	1	-1	-3
c1ccc(CN2CCC(Nc3ncnc4sccc34)CC2)cc1
  -7	0.6	27	-2	3	-0.3	i	-2	-3	-3
CCOc1ccc(C(=O)OCC(=O)N(Cc2ccccc2)Cc2ccccc2)cc1OC
  -27	0.7	.	-3	.	-2.6	-4.2	23	11	-12
COc1cc2oc(=O)cc(C)c2c(OC)c1OC
  7	0.5	-2	3	-2	0.4	-0.2	-1	2	7
CSCC[C@H](NC(=O)N1CCn2c1nc1ccccc12)C(=O)N[C@H](Cc1ccccc1)C(=O)O
  -3	-0.5	4	9	7	1.0	-0.4	-2	-10	-7
Cc1cccc(N2CCN(C(=O)c3ccc(Cl)c(NC4=NC5CS(=O)(=O)CC5S4)c3)CC2C)c1 (centres undefined)
  3	0.2	15	10	-2	1.0	i	13	-3	1
CC(C)Oc1ccc(C(=O)Nc2ccc(N3CCN(C(=O)c4ccco4)CC3)cc2)cc1
  -2	-0.7	10	3	-3	0.8	-0.4	8	-2	11
COc1ccc(Nc2ccc(N3C(=O)CC(C)C3=O)cc2[N+](=O)[O-])cc1OC (centres undefined)
  16	5.0	20	5	-3	1.0	i	1	4	2
COC(=O)c1ccc(CSc2nnc3nc(C)cc(C)n23)cc1
  16	25	18	15	0	-0.5	i	-7	-4	16
COc1ccc(-c2sc3cc4c(cc3c2-c2ccc(OCCN3CCCCC3)cc2)OCO4)cc1
  -8	0.0	.	8	.	.	-6.2	2	-7	.
O=C(NCc1ccco1)Nc1cccs1
  -1	-0.9	8	-13	2	0.3	.	-7	-5	-8
COc1ccc(CC(=O)O/N=C(\N)c2ccccc2)cc1OC
  i	0.2	30	5	-1	0.5	-0.8	3	3	-16
CCOCCCNC(=O)CSc1ccccc1
  -7	-0.9	4	0	-2	.	-0.3	9	7	0
C#CC(C)(CC)NC(=O)c1cc2nc(C3CC3)cc(C(F)(F)F)n2n1 (centres undefined)
  -5	-1.5	47	6	5	-1.0	-2.1	-6	-3	-1
COc1cc(NC(=O)c2cncc(-c3ccc(C#N)cc3)c2)cc(C(=O)Nc2cccc(C(F)(F)F)c2)c1
  -12	0.2	-4	-2&-5	.	-1.2&0.6	-0.6	-5&-4	-5&-1	-9
Cc1ccccc1/C=C/C(=O)NCC(=O)N1CCC(N(C)C2CCCCC2C)CC1 (centres undefined)
  -1	-1.0	0	-13	3	0.8	-0.3	-7	0	-8
COC(=O)CNC(=O)C1CC(=O)N(CCc2ccc(F)cc2)C1 (centres undefined)
  -13	-1.4	1	0	-2	-1.0	-0.4	-3	.	-7
COc1ccc(-c2[nH]ncc2CN(CC2CCC(=O)N2)C(C)C)cc1F (centres undefined)
  -9	-1.4	11	-2	-2	1.5	-2.3	4	-4	0
Cc1ccc(-c2nn(-c3ccccc3)cc2/C=C(\C#N)c2cccc(C#N)c2)o1
  -2	-0.2	0	-5	-5	.	i	-6	-2	-2
C=CC[C@H](CC(=O)N[C@H](CO)Cc1ccccc1)C(=O)N[C@@H](COC(=O)[C@@H](CC=C)Cc1ccc(F)cc1)Cc1c[nH]c2ccccc12
  -30	1.8	.	-1	.	0.6	5.0	20	5	-10
COc1ccc(C(=O)NCC(=O)N/N=C(\C)Cc2ccccc2)cc1
  .	0.9	-4	-3	3	0.6	-0.5	1	0	-8
Cc1ccc(C(=O)Nc2ccccc2C(=O)NCc2ccccc2)cc1
  -1	-0.9	3	-5	-4	.	-0.6	9	-7	-13
O=C(CSc1nc2c(cnn2-c2ccc(F)cc2)c(=O)[nH]1)N1CCCCC1
  0	-1.3	2	-4	0	0.5	-0.1	0	-2	-2
CCn1c(=N)c(S(=O)(=O)c2ccc(C)cc2)cc2c(=O)n3ccccc3nc21
  .	.	52*	.	4	0.6	.	.	.	4
O=S(=O)(c1cc(F)ccc1F)N1CCN2CCCC2C1 (centres undefined)
  1	0.0	-12	9	5	0.8	i	-5	1	-1
COc1cccc(-n2c(SCC(=O)NCC3CCCO3)nc3c(c2=O)SCC3)c1 (centres undefined)
  -19	-0.5	10	1	-5	-0.6	i	-5	0	-4
CCOC(=O)CCNC(=O)CCNC(=O)C(c1ccccc1)c1ccccc1
  -6	-0.8	9	7	3	-0.2	-0.3	-7	-7	1
COc1ccc(C2=NOC3(CC(=O)N(c4ccc(Cl)cc4)C3=O)C2)c(OC)c1 (centres undefined)
  -5	-0.2	13	-4	0	-0.3	-0.2	9	-2	-1
COc1ccc(CC(=O)NC(C)c2nnc(SCC(=O)Nc3ccccc3)n2C)cc1 (centres undefined)
  -13	1.3	17	4	-2	2.0	-0.3	-1	-3	2
CCCNc1nc(N2CCOCC2)nc(N2CCOCC2)n1
  -16	-0.5	3	3	0	.	-0.2	3	-2	1
CCc1ccc2oc(-c3ccc(NC(C)=O)cc3)nc2c1
  -2	1.9	4	3	-2	-8.5	i	24	8	-17
COCCNc1nc(NC(C)C)nc2ccsc12
  .	.	.	.	.	1.2	-0.6	2	-9	.
O=C(NCc1cccnc1)c1cccs1
  2	0.4	14	3	1	-0.5	-0.6	2	-7	8
COc1ccc(CN2CNc3c(c(=O)n(C)c(=O)n3C)C2)cc1
  -11	-0.3	9	-5	-6	-0.2	-0.3	3	-8	5
CN(C)c1ccc(N=Nc2ccc3ncccc3c2)cc1
  18	-1.8	.	-2	.	1.8	i	9	-2	.
CC(=O)c1cccc(S(=O)(=O)N2CCCC(c3nc4c(nnn4Cc4ccc(C)cc4)c(=O)[nH]3)C2)c1 (centres undefined)
  2	-0.5	29	-9	-1	-6.2	-1.6	38	-3	-4

The list continues:
The line under a structure holds: SSB-PriA inh	PfHsp40 rescue	VHR inh abs	MazEF act	3CLpro inhibitor	TcdB inh	BH1578 lux ind	Yp Topo-I inh	Anthrax LF prot	Rv3671c protease
CN(C(=O)COC(=O)CCc1nc2ccccc2c(=O)[nH]1)C1CCS(=O)(=O)C1 (centres undefined)
  -8	-0.6	6	8	0	1.0	-0.1	4	-5	4
S=c1[nH]nc(COc2ccc3c(c2)OCO3)n1-c1ccccc1
  -11	0.4	-23	-1	-2	.	-0.5	1	5	7
O=C(CSc1nnc(-c2ccc(F)cc2)c2ccccc12)Nc1c(F)cccc1F
  1	0.5	-2	5	-1	0.2	-0.2	23	-2	-4
COc1cccc(NC(=O)CSc2ccc3nnc(CCNC(=O)c4ccccc4)n3n2)c1
  -1	-0.6	27	-3	1	1.9	i	-2	-3	-8
COc1ccc(NS(=O)(=O)c2c(F)cc(F)c(Cl)c2F)cc1S(=O)(=O)N1CCCCC1
  -2	2.1	-6	-8	0	.	-0.2	8	-2	-9
O=C(c1cc(COc2ccc(F)cc2Cl)on1)N1CCN(C2CCCC2)CC1
  3	2.4	37	2	2	0.3	i	15	-6	-12
COc1ccc(-c2ccc(C(=O)Nc3cccc(F)c3)c3occc23)c(C)c1
  .	.	.	.	.	-0.4	i	8	0	.

Quoted at random: 5 entries already listed, in no set order.
The line under a structure holds: SSB-PriA inh	PfHsp40 rescue	VHR inh abs	MazEF act	3CLpro inhibitor	TcdB inh	BH1578 lux ind	Yp Topo-I inh	Anthrax LF prot	Rv3671c protease
O=C(CSc1nnc(-c2ccc(F)cc2)c2ccccc12)Nc1c(F)cccc1F
  1	0.5	-2	5	-1	0.2	-0.2	23	-2	-4
COc1cccc(NC(=O)CSc2ccc3nnc(CCNC(=O)c4ccccc4)n3n2)c1
  -1	-0.6	27	-3	1	1.9	i	-2	-3	-8
COc1ccc(-c2ccc(C(=O)Nc3cccc(F)c3)c3occc23)c(C)c1
  .	.	.	.	.	-0.4	i	8	0	.
CN(C(=O)COC(=O)CCc1nc2ccccc2c(=O)[nH]1)C1CCS(=O)(=O)C1 (centres undefined)
  -8	-0.6	6	8	0	1.0	-0.1	4	-5	4
S=c1[nH]nc(COc2ccc3c(c2)OCO3)n1-c1ccccc1
  -11	0.4	-23	-1	-2	.	-0.5	1	5	7
